From PubChem BioAssay
14-3-3 PPI: alters human 14-3-3 gamma binding to Raf peptide. P61981. FP, 14-3-3gamma / TMR-pS259-Raf peptide binding. inhibition, % at 40 µM. 160,000 tested, 0.19% active. AID 422; in the data active means inhibition above about 30%;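 further: 0% = protein plus tracer without compound and 100% = blank with tracer alone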
Target sequence (P61981 whole entry, looked up): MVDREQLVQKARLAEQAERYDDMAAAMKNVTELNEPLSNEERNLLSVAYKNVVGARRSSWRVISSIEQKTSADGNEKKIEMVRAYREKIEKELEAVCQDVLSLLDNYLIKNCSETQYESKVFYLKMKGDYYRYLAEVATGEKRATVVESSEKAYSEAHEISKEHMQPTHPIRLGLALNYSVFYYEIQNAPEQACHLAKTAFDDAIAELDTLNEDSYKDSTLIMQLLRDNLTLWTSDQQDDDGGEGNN
An asterisk follows results filed as active; & = joins results of further samples.

SMILES | 14-3-3 PPI
COc1ccc(NC(=O)c2cc([N+](=O)[O-])ccc2Cl)cc1 | 5
CC(=O)Nc1cc(C(=O)N(C)CCC#N)ccc1Sc1ccc(C)cc1 | -7
O=C1NC2(CCCCC2)N=C1c1ccc(F)cc1 | -8
COc1ccc2c(c1)c(=O)c1ccccc1n2CC(=O)Nc1ccc(Br)cn1 | -15
O=C(Nc1cccc2c1CCCC2)c1cc(-c2cccs2)nc2ccccc12 | -39
O=C(NCC1CCCO1)C1CC(=O)N(c2ccc(F)c(Cl)c2)C1 (stereo not drawn) | 4
COc1ccccc1N1CCN(CCCCOc2ccc(F)cc2)CC1 | 6
CCN(c1ccccc1)S(=O)(=O)c1cccc(C(=O)O)c1 | 5
COc1ccc(S(=O)(=O)NC2CCCC2)cc1Br | -3
COC(=O)c1ccc(C2C(C(=O)OCc3ccc(OC)cc3)=C(C)NC3=C2C(=O)CC(C)(C)C3)cc1 (stereo not drawn) | 1
CCOC(=O)Cc1csc(NC(=O)c2c(O)c3ccccc3n(CC)c2=O)n1 | 1
O=C(CSCc1ccc(F)cc1)N1CCN(c2ccc(Cl)cc2)CC1 | -6
NC(=O)COC(=O)c1cc(S(=O)(=O)N2CCOCC2)ccc1N1CCCCC1 | 0
COc1cccc2c1OC1(C)CC2NC(=S)N1c1ccc(F)cc1 (stereo not drawn) | -5
CCOC(=O)/C(C(N)=NCc1ccco1)=C(/O)c1ccccc1 | 1
O=C(O)/C=C/c1ccc(O)c(O)c1 | -2&-5
CCN1CCN(Cc2c(C)[nH]c3ccc(OC)cc3c2=O)CC1 | 1
Cc1ccc(C(=O)O)cc1NC(=O)c1ccc2c(c1)C(=O)N(c1ccc([N+](=O)[O-])cc1)C2=O | -2
Cc1cc(C)cc(OCC(=O)c2ccc(O)cc2O)c1 | -16
CC(C)(C)C1(O)CC(C(F)(F)F)=NN1C(=O)c1ccccc1Br (stereo not drawn) | 6
O=C(NC1CCCCCC1)c1ccc2nc3ccc(Cl)cc3c(=O)n2c1 | 0
O=C1C(c2ccccc2)C(c2ccc(Br)o2)NC(c2ccc(Br)o2)C1c1ccccc1 (stereo not drawn) | -15
Nc1nc(-c2cccc([N+](=O)[O-])c2)nc2c1c(=O)oc1ccccc12 | -4
COc1ccc(C(N)=O)cc1N | -5
COc1cc([N+](=O)[O-])cc2sc(NC(=O)C3CC3)nc12 | -8
SMILES | 14-3-3 PPI
CCOc1ccc(-n2c(=O)[nH]c3sc(C)c(C)c3c2=O)cc1 | -10
Nc1c(C(=O)CCC(=O)O)oc2ccc(Cl)cc12 | -7&-4
COC(=O)c1cccc(NC(=O)Cn2cnc3c2c(=O)n(C)c(=O)n3C)c1 | 0
COc1ccccc1-c1cc(C(=O)Nc2c(F)cc(F)cc2Br)no1 | -3
Cn1c(=O)c2c(nc(SCc3cc4c(cc3Cl)OCO4)n2C)n(C)c1=O | -2&4
O=C(/C=C/Nc1ccc(F)c(Cl)c1)c1ccco1 | 1
COc1ccc2c(c1)C=CC1(O2)N(CCO)c2ccccc2C1(C)C (stereo not drawn) | -28
Cc1ccc2c(c1)C(c1ccccc1)N(C(=O)c1ccccc1F)CC(=O)N2 (stereo not drawn) | -1
CCCS(=O)(=O)c1cn2cccc(N)c2c1S(=O)(=O)CCC | -5
C=CCNc1nc(Nc2ccc(I)cc2)nc(OCC)n1 | -6
O=C(O)CC(NC(=O)COc1ccccc1)c1ccc(Cl)cc1 (stereo not drawn) | -3
Cn1c(=O)c2[nH]c(N3CCOCC3)nc2n(-c2ccccc2)c1=O | 0
Nc1ccc(-c2nc3ccc(-c4nc5ccccc5o4)cc3[nH]2)cc1 | 2&-41
COc1ccccc1OCc1nnc(SCC(=O)c2cc(Cl)ccc2OC)o1 | 0
COc1cc(NC(=O)c2sc3ncnc(N4CCN(c5ccccc5F)CC4)c3c2C)cc(OC)c1OC | 0
CCC(=O)Nc1ccc(Nc2ccccc2)cc1 | -10
O=C(NCCc1ccc(Cl)cc1)c1ccc2nc(-c3ccco3)c(-c3ccco3)nc2c1 | -62
CC(NC(=O)CSc1nnc(-c2ccc(Cl)cc2)n1-c1ccccc1)c1ccccc1 (stereo not drawn) | -6
OC(Cn1cnc2ccccc21)Cn1c2ccc(Br)cc2c2cc(Br)ccc21 (stereo not drawn) | -6
Cc1nccn1CCc1nc(N)nc(N)n1 | -5
C=CCNC(=O)c1c(NC(=O)c2ccccc2C)sc2c1CCCCC2 | -1
CCC(C#CCN(CC)CC)OC(C)=O (stereo not drawn) | -1
Fc1ccccc1-c1nc(NCc2ccccc2Cl)c2ccccc2n1 | -29
CSc1cccc(Nc2cc(C(=O)NCCN3CCOCC3)c3ccccc3n2)c1 | -8
C=CCOC(=O)C1=C(C)N=C2SC(CC)C(=O)N2C1c1ccc(C(C)(C)C)cc1 (stereo not drawn) | -9

Among those listed so far, 10 contain four or more nitrogen atoms.
SMILES | 14-3-3 PPI
Nc1nc(-c2cccc([N+](=O)[O-])c2)nc2c1c(=O)oc1ccccc12 | -4
COC(=O)c1cccc(NC(=O)Cn2cnc3c2c(=O)n(C)c(=O)n3C)c1 | 0
Cn1c(=O)c2c(nc(SCc3cc4c(cc3Cl)OCO4)n2C)n(C)c1=O | -2&4
C=CCNc1nc(Nc2ccc(I)cc2)nc(OCC)n1 | -6
Cn1c(=O)c2[nH]c(N3CCOCC3)nc2n(-c2ccccc2)c1=O | 0
Nc1ccc(-c2nc3ccc(-c4nc5ccccc5o4)cc3[nH]2)cc1 | 2&-41
COc1cc(NC(=O)c2sc3ncnc(N4CCN(c5ccccc5F)CC4)c3c2C)cc(OC)c1OC | 0
CC(NC(=O)CSc1nnc(-c2ccc(Cl)cc2)n1-c1ccccc1)c1ccccc1 (stereo not drawn) | -6
Cc1nccn1CCc1nc(N)nc(N)n1 | -5
CSc1cccc(Nc2cc(C(=O)NCCN3CCOCC3)c3ccccc3n2)c1 | -8

Single values from the results shown:
14-3-3 PPI, O=C(O)CC(NC(=O)COc1ccccc1)c1ccc(Cl)cc1 (stereo not drawn) stands at -3
14-3-3 PPI, COC(=O)c1cccc(NC(=O)Cn2cnc3c2c(=O)n(C)c(=O)n3C)c1 stands at 0

The list continues.
SMILES | 14-3-3 PPI
Cc1ccc2c(c1)c1c(n2CC(O)CNC(CO)(CO)CO)CCCC1 (stereo not drawn) | -1
COc1ccc(S(=O)(=O)Nc2cc(-c3c(O)ccc4ccccc34)c(O)c3ccccc23)cc1 | -5
O=C(Oc1ccc(Cl)cc1)c1ccc([N+](=O)[O-])cc1 | -6
Cc1cc2nc(Nc3nc(C)c(C)c(=O)[nH]3)nc(C)c2cc1C | -11
Cc1cccc(-n2cc3c(c2-c2ccccc2)c(=O)n(C)c(=O)n3C)c1 | -4
Cc1nnc(SCc2cc(=O)[nH]c(Nc3nc(C)c4ccccc4n3)n2)s1 | 3
CC(=O)NC12CC3CC(C)(C1)CC(NC(C)=O)(C3)C2 | -2
COc1ccccc1-n1cc(C(=O)NCC(=O)N2CCN(c3ccccn3)CC2)c2ccccc2c1=O | -5
COc1ccc(NCc2cc3cc(OC)ccc3[nH]c2=O)cc1 | -9
Cc1cccn2c(=O)c3cc(C(=O)NCc4ccccc4)c(=N)n(CCCN4CCOCC4)c3nc12 | -8
O=C(CN1CCOCC1)Nc1ccc(Oc2ccc(NC(=O)CN3CCOCC3)cc2)cc1 | -6
COc1ccc(NS(=O)(=O)c2ccc(NC(=O)c3ccccc3)cc2)nn1 | -3
Nc1nc(CN2CCCCC2)cs1 | 2
CC(=O)c1cc(C#N)c(SCc2ccncc2)nc1C | -6
Cc1ccc(S(=O)(=O)Nc2ccc(S(=O)(=O)Nc3ccc(F)cc3)cc2)cc1 | -4
O=C(COc1ccccc1)Nc1ccccc1Br | -16
COc1ccc(NC(=O)C2CC(=O)NC(Nc3cccc(C)c3)=N2)cc1 (stereo not drawn) | -4
COc1ccc(S(=O)(=O)N(C)CC(=O)N2CCOCC2)cc1 | 12
CCN1C(=O)N(CC)C2NC(=S)NNC21 (stereo not drawn) | 8
CCOc1cc(C)c(Cl)cc1S(=O)(=O)n1cnc2ccccc21 | -6
O=C(O)c1cc(N=Cc2ccc(Br)c([N+](=O)[O-])c2)ccc1O | -15
FC(F)(F)C1=CC(c2ccc(Br)cc2)=NCCN1 | 3
O=C(O)CCC(=O)N(Cc1ccco1)c1nc(-c2ccccc2)cs1 | -5
CCOC(=O)c1cccnc1SCC(=O)Nc1ccc(C)cc1Cl | 0
Cc1ccnc(NC(=O)C2CCN(S(=O)(=O)c3cccc4nsnc34)CC2)c1 | 0
SMILES | 14-3-3 PPI
COc1ccc(CCNC(=O)c2cn(C)c(=O)c3cc(OC)c(OC)cc23)cc1OC | -6
O=C(O)C1CCCCC1C(=O)Nc1ccccc1F (stereo not drawn) | 11
COc1ccccc1OCCCCCCN1CCOCC1 | 3
O=[N+]([O-])c1ccc(N2CCOCC2)cc1NCCOc1ccc(F)cc1 | 2
CCc1cc(-c2n[nH]c(=S)n2CC2CCCO2)cs1 (stereo not drawn) | 1
CCN1C(=O)/C(=C2/C=CC=CN2C)OC1=S | -9
Cc1sc2ncn3ncnc3c2c1C | -3&1
CCOc1ccccc1C(=O)Nc1ccc(N(C)C)cc1 | 1
CCN1CCN(c2cc(C)c3cc(NC(=O)Cc4ccc(C)cc4)ccc3n2)CC1 | -24
O=C(NC1CCCC1)C1CCN(S(=O)(=O)N2CCOCC2)CC1 | 1
O=C(NCc1ccco1)C1CC(=O)N(c2ccc(F)cc2)C1 (stereo not drawn) | -3&3
CCOC(=O)C1=NN(c2ccccc2)C2C(=O)N(c3ccc(C)cc3)C(=O)C12 (stereo not drawn) | -6
Cc1ccc(CC(CC(=O)O)C(=O)NC2CCCCC2)cc1 (stereo not drawn) | -4
CCOc1cccc2c1OC1(CCCCC1)N1N=C(c3ccc(F)cc3)CC21 (stereo not drawn) | 0
Nc1cc(N)cc(-c2nc3cc4ccccc4cc3[nH]2)c1 | -7
CCOc1ccc2nc(SCC(=O)Nc3cccc(SC)c3)sc2c1 | 8
COc1ccc2nc3oc(C(=O)N4CCCCC4)cc3cc2c1 | -5&-1
Cc1ncoc1C(=O)Nc1ccc(Oc2ccccc2)cc1 | -7
O=S(=O)(c1ccc(F)c(Cl)c1)N1CCCC1 | -12
CCOc1ccc(-n2c(=O)c3c4c(sc3n(CC(=O)NC(C)CC)c2=O)CCCCC4)cc1 (stereo not drawn) | -5
Cc1cc(C)cc(-n2nc3c(c2NC(=O)CCCCl)CSC3)c1 | -16
Cc1ccc2nsnc2c1NC(=O)c1ccc2c(c1)OCCO2 | -12
O=S(=O)(N1CCCCC1)N1CCN(S(=O)(=O)N2CCCCC2)CC1 | -7
Cc1nnc(Nc2cccc(C(F)(F)F)c2)[nH]c1=O | -16
O=C(O)C1CC=CCC1C(=O)Nc1cccc([N+](=O)[O-])c1 (stereo not drawn) | 4
SMILES | 14-3-3 PPI
c1ccc2c(NC34CC5CC(CC(C5)C3)C4)nc(N3CCCC3)nc2c1 | -9
O=C(Nc1ccc2c(c1)OCCO2)c1ccc(N2CC3CC(C2)c2cccc(=O)n2C3)c(NC(=O)c2ccccc2Br)c1 (stereo not drawn) | -7
CCOc1ccc(-n2c(-c3c(Cl)c(C)nn3C)n[nH]c2=S)cc1 | 7
O=C(c1n[nH]c(=O)c2ccccc12)N1CCN(C2c3ccccc3-c3ccccc32)CC1 | -1
COc1ccc(C2C(=O)N(C3CCCCC3)CC(=O)N2C2CCCC2)cc1 (stereo not drawn) | 1
O=C(Nc1nnc(Cc2ccc([N+](=O)[O-])cc2)s1)c1cccc(Cl)c1 | -39
O=C(OCC(=O)N1CCN(C(=O)c2ccco2)CC1)c1cn(-c2ccccc2)nc1-c1ccccc1 | 3
CSc1nc(C)c(C(=O)Nc2ccccc2C)c(-c2ccc(Cl)cc2)c1C#N | 2
N=c1c(C(=O)NCc2ccc3c(c2)OCO3)cc2c(=O)n3ccccc3nc2n1Cc1cccnc1 | -39
CC1=CC=CC2=NC(=O)CC(C)(C(=O)O)N12 (stereo not drawn) | -9
COc1ccccc1NC(=O)Cc1cccc(C(F)(F)F)c1 | -2
N#CCSc1nc2[nH]ncc2c(=O)n1-c1ccccc1Br | -3&-5
CCOC(=O)C1CCN(S(=O)(=O)c2ccc3c(c2)CCC(=O)N3)CC1 | -21
CCOc1ccc2nc(NC(=O)c3ccoc3C)sc2c1 | -9
CCOC(=O)C1CCN(S(=O)(=O)c2ccc(OC)c(OC)c2)CC1 | -5
CCC(Sc1nc(Nc2ccc3c(c2)OCO3)c2ccccc2n1)C(=O)Nc1ccc2c(c1)OCO2 (stereo not drawn) | -10
CCOC(=O)c1sc(NC(=O)c2cc([N+](=O)[O-])ccc2Cl)c(C(=O)OCC)c1C | -2
[O-]c1n[n+](-c2ccccc2Br)no1 | -6
O=[N+]([O-])c1cccc(-c2nc(N3CCCCCC3)c3ccccc3n2)c1 | 0
O=c1[nH]c2ccc(S(=O)(=O)NCc3ccc(F)cc3)cc2[nH]c1=O | -5
Cc1ccc(C(=O)Nc2ccc(S(=O)(=O)N3CCc4ccccc4C3)cc2)o1 | -10
CCN(CC)c1nc2n(c(=O)n1)CCN2CC | -10
COc1ccc(CCNS(=O)(=O)c2cc(Br)cc3c2N(C(C)=O)CC3)cc1OC | -5
COC(=O)C1=C(C)N(C)C(=O)NC1c1ccccc1OC (stereo not drawn) | -3
O=C(Nc1ccc(NC(=O)c2ccc([N+](=O)[O-])cc2)c(Cl)c1)c1ccc([N+](=O)[O-])cc1 | 2
SMILES | 14-3-3 PPI
CC(C)(C)C(=O)CSc1nc2cc(C(=O)N3CCN(c4ccccc4)CC3)ccc2c(=O)n1Cc1ccccc1 | 4
Cc1ccc(-n2nc3c(c2NC(=O)COc2ccc4ccccc4c2)CSC3)cc1 | -9
COc1ccc(/C=C/C2=NC(=C\N(C)C)/C(=O)O2)cc1 | 6
O=C(NC1CCCCC1)C1CCN(c2nccs2)CC1 | -4
O=C(c1ccccc1)c1nnc(-c2ccncc2)o1 | -1
Cc1ccc(CN2C(=O)c3ccccc3Sc3ccc(C(=O)NCc4cccnc4)cc32)cc1 | 10
COc1cccc2c1OC1(C)CC2NC(=O)N1c1cccc(C)c1 (stereo not drawn) | -1
CCOC(=O)c1sc2nc(CC(=O)OC)nc(N3CCN(c4ccccn4)CC3)c2c1C | 4&-4
COc1ccc(CCNC(=O)CSc2nc(N)c3c(C)c(C)oc3n2)cc1OC | -3
CCOC(=O)c1c(NC(=O)c2nn(CC)cc2Br)c(C#N)cn1-c1ccccc1 | -19

Not all compounds are listed; rates above refer to the full screens.
